From PubChem
FLuc inh = inhibitors of firefly (Photinus pyralis) luciferase | P08659 | purified P. pyralis luciferase, luminescence, biochemical | Potency, µM (titrated, usually from 115 µM), without a hit: at the highest dose activity change, negative = inhibition, usual class: inhibitors | hit rate 2.5% among 76,000 | AID 1347043; further: potency means the concentration at half of the fitted maximal effect; nearly all actives have a fitted effect of over 65% in size
Target sequence (P08659 whole entry, looked up): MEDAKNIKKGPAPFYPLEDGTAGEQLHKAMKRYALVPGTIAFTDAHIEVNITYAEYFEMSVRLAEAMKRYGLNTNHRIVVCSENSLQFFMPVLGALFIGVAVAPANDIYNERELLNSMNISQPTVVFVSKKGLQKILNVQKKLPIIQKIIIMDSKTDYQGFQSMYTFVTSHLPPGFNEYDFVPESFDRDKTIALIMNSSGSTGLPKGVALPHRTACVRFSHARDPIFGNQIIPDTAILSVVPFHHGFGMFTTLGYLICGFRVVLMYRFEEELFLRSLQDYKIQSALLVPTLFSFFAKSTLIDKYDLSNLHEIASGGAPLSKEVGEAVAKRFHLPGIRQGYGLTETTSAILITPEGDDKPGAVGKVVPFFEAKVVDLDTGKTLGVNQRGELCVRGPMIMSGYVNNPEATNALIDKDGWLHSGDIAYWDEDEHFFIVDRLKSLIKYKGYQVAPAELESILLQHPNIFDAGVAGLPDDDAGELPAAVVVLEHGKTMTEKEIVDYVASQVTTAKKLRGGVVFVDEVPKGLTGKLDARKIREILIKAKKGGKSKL
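Cell-free enzyme assay, 10nM P. pyralis luciferase, luciferin and ATP each at 10uM. Inhibition profiled over a 6-point titration, read as luminescence.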
SNCA expr inhib = inhibitors of alpha-synuclein (SNCA) gene expression; HEK-293 SNCA-luciferase knock-in, luminescence, 24 h; Potency, µM (series often up to 57.2 µM), for inactives: top-dose activity change, negative = inhibition, usual class: inhibitors; hit rate 0.17% among 140,000;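 further: potency means the concentration at half of the fitted maximal effect; plate controls were DMSO cells for no effect and cell-free wells for full effect; nearly all actives have a fitted effect of over 45% in size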
HEK cytotox = kills HEK 293 cells; HEK 293 viability, ATP luminescence (CellTiter-Glo), 48-72 h; Potency, µM (highest dose often 115 µM), for inactives: at the highest dose activity change, negative = cytotoxicity, actives largely listed as inhibitors; hit rate 6.6% among 94,000; AID 1345083; further: potency means the concentration at half of the fitted maximal effect; nearly all actives have a fitted effect of over 60% in size
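qHTS cytotoxicity; HEK 293, 250 cells/well; compound pinned; 48 or 72 hr, 37 degree Celsius, 5% CO2, 95% humidity; CellTiter-Glo, 10 min RT; luminescence (ATP).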
NIH3T3 tox = cytotoxic compounds in NIH 3T3 cells. NIH 3T3 viability, CellTiter-Glo ATP luminescence, 48-72 h. AID 1345082. hit rate 4.3% among 94,000. Potency, µM (highest dose often 96.7 µM), for the others: top-dose activity change, negative = cytotoxicity, hits mostly inhibitors; further: potency means the concentration at half of the fitted maximal effect; nearly all actives have a fitted effect of over 55% in size
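Cytotoxicity was measured by CellTiter-Glo ATP luminescence after 48 or 72 h compound exposure at 37 °C. Mouse NIH 3T3 fibroblasts were seeded at 400 cells/well and dosed by 23 nL pin transfer.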
IP6K1 inhibitor = blocks human inositol hexakisphosphate kinase 1; hit rate 0.81% among 140,000; IP6K1 kinase, ADP-Glo luminescence, 2 h; active compounds read low; Q92551; AID 1645851; activity change, % (series mostly up to about 58 µM); in the data active means activity change below about -25%
Target sequence (Q92551 whole entry, looked up): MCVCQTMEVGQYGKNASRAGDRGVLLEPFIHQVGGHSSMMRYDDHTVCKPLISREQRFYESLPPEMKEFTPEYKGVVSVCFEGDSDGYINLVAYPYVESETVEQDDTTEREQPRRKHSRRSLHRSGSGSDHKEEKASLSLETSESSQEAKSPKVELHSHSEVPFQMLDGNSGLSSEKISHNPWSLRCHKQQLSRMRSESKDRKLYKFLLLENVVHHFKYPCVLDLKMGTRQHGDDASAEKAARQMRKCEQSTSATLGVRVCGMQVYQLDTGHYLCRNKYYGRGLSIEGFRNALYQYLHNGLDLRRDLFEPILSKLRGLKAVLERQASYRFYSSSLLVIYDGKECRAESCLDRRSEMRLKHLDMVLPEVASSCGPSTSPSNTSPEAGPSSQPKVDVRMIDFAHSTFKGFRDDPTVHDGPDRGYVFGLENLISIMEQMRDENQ
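ADP-Glo luminescence measures ADP made by human IP6K1 during a 2 h RT reaction with ATP/IP6 (mix at 1.3 mM/130 uM); top library doses 57.5 and 19.1 uM final.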
GPT2 inhibitor = blocks human glutamate pyruvate transaminase 2 | Q8TD30 | Recombinant GPT2, coupled pyruvate oxidase/HRP Amplex Red fluorescence | Potency, µM (series often up to 57.7 µM), inactives show top-dose activity change, negative = inhibition, actives largely listed as inhibitors | hit rate 0.25% among 100,000 | AID 1671188; further: potency means the concentration at half of the fitted maximal effect; nearly all actives have a fitted effect of over 60% in size; many of its hits are not listed in these tables
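Recombinant GPT2 (10ng/uL) with 250uM a-KG and 2mM L-alanine, 30 min at room temperature, in HEPES pH 7.5 buffer. Pyruvate detected by pyruvate oxidase/HRP/Amplex Red fluorescence after 30 min in the dark; AOA (50uM) as positive control.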
SNCA viab count = counter-screen for SNCA expression inhibitors: cell viability; hit rate 0.12% among 150,000; Potency, µM (series often up to 57.1 µM), inactives show at the highest dose activity change, negative = cytotoxicity, actives largely listed as cytotoxic; AID 1671193; HEK-293-SNCA-luc viability, GF-AFC fluorescence, 24 h;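 further: potency means the concentration at half of the fitted maximal effect; 0% = DMSO-treated cells and -100% = medium-only wells without cells; nearly all actives have a fitted effect of over 30% in size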
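HEK-293-SNCA-luc cells (1500/well) plated 24 h, then exposed 24 h to a dilution series; GF-AFC added 30 min at 37C, fluorescence 405/540 nm; normalised to medium-only and DMSO wells, Hill fit.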
* = called active by the depositor; i = inactive; u = inconclusive; x = no result given; & = joins results of further samples; ! = repeats disagree; [ ] = remark or other dose. Unless noted, the call rests on the fitted dose curve; in most records, active means well fitted curve in the direction sought with a large enough effect; inconclusive means small, poorly fitted or top-dose-only effect, or another doubt; inactive means no such curve, though single readings can be large; an effect the other way counts as inactive or inconclusive. Unless noted, on the % scale 0 is the no-effect control and ±100 the full control effect.

molecule	NIH3T3 tox	SNCA expr inhib	IP6K1 inhibitor	HEK cytotox	SNCA viab count	GPT2 inhibitor	FLuc inh
CCCN(C)c1nccnc1OC1CCN(C(=O)c2ccn[nH]2)C1 (stereo not given)	-28%	281%[activator]	21	u	0%	u	22µM*
Cc1cc(C[C@@H]2COC[C@@H]2NC(=O)C2CCN(C(=O)N(C)C)CC2)on1	-4%	4%	1	i	-2%	5%[11.5 µM]	2%
COc1ccc(NC(=O)N2CCCC(Cc3nncn3C)C2)cc1 (stereo not given)	-11%	18%	16	-30%	-2%	-19%	-4%
COc1cccc(-c2cc(C(=O)NCCOc3ccccc3)[nH]n2)c1	u	65%[activator]	-2	u	-12%	-3%	-21%
COc1ccc(N2CCN(C(=O)c3cccn3-c3nnc(N4CCCC4)s3)CC2)cc1	x	1%	-5	x	-5%	x	x
Cc1cc(CN2CCn3c(nn(-c4ccc(C(F)(F)F)cc4)c3=O)C2)no1	u	32%[activator]	24	89µM*	-2%	2%	x
CCOc1ccccc1NC(=O)CSc1cc(=O)n(CC)c2ccccc12	x	40%[activator]	13	x	4%	x	x
O=c1oc2c3c(ccc2c2ccccc12)OCN(Cc1ccccc1Cl)C3	x	37%[activator]	-1	x	7%	x	x
O=C(C1CCCN1C(=O)Nc1ccc(Cl)cc1)N1CCC(N2Cc3ccccc3C2=O)CC1 (stereo not given)	u	u	0	-32%	-8%	i	x
Cc1nn(Cc2ccccc2)c(C)c1[C@@H]1C=C[C@@H](NC(=O)C2CCCCC2)C1	u	-29%[87.6 µM]	5	u	-7%[87.6 µM]	i	-14%[172 µM]
O=C(Cn1nc2n(c1=O)CCCC2)Nc1ccc2c(c1)OCCO2	i	88%[activator]	0	13%	-6%	i	20µM*
Cc1ccc(C)c(Cn2c(=O)n(-c3ccc(Cl)cc3)c(=O)c3c(C)c(C)sc32)c1	x	-10%	-8	x	-12%	x	x
O=C(NC1CCN(c2cc(-c3ccccc3)[nH]n2)C1)c1ccccc1F (stereo not given)	u	-23%	10	u	-18%	-3%	5%
O=C(C1CCCC1)N1CCC2(CC1)CC(N(C(=O)c1ccccc1)C1CC1)CCO2 (stereo not given)	-28%	-6%	-12	u	1%	5%	-3%
COc1ccc(NC(=O)c2cn3c4c(ccc(Cl)c4c2=O)OC(C)C3)cc1OC (stereo not given)	x	-4%	-22	x	-1%	x	x

Some of the entries so far, with each value named.
O=C(Cn1nc2n(c1=O)CCCC2)Nc1ccc2c(c1)OCCO2
  NIH3T3 tox: i; SNCA expr inhib: 88%[activator]; IP6K1 inhibitor: 0; HEK cytotox: 13%; SNCA viab count: -6%; GPT2 inhibitor: i; FLuc inh: 20µM*

Cc1ccc(C)c(Cn2c(=O)n(-c3ccc(Cl)cc3)c(=O)c3c(C)c(C)sc32)c1
  NIH3T3 tox: x; SNCA expr inhib: -10%; IP6K1 inhibitor: -8; HEK cytotox: x; SNCA viab count: -12%; GPT2 inhibitor: x; FLuc inh: x

O=C(NC1CCN(c2cc(-c3ccccc3)[nH]n2)C1)c1ccccc1F (stereo not given)
  NIH3T3 tox: u; SNCA expr inhib: -23%; IP6K1 inhibitor: 10; HEK cytotox: u; SNCA viab count: -18%; GPT2 inhibitor: -3%; FLuc inh: 5%

O=C(C1CCCC1)N1CCC2(CC1)CC(N(C(=O)c1ccccc1)C1CC1)CCO2 (stereo not given)
  NIH3T3 tox: -28%; SNCA expr inhib: -6%; IP6K1 inhibitor: -12; HEK cytotox: u; SNCA viab count: 1%; GPT2 inhibitor: 5%; FLuc inh: -3%

(more compounds)
molecule	NIH3T3 tox	SNCA expr inhib	IP6K1 inhibitor	HEK cytotox	SNCA viab count	GPT2 inhibitor	FLuc inh
CCNC(=O)C1C(c2cccc(NC(=O)c3cccs3)c2)OC(=O)N1Cc1ccc(C)cc1 (stereo not given)	u	19%	0	u	-5%	i	-15%
Fc1ccc(NCc2nnc3n2CCCCC3)cc1Cl	x	3%	-16	x	-1%	x	x
CCCCC(=O)N1C[C@@H](CO)[C@H](c2nc(-c3ccncc3)no2)C1	-9%	22%	-3	-5%	2%	-5%	-8%
CC(C)NC[C@H]1COCc2nc3ccccc3n21	-16%[174 µM]	14%[87.6 µM]	-1	-14%[230 µM]	-3%[87.6 µM]	i	0%[230 µM]
COCCOCc1nc(C2CCCCN2C(=O)Nc2cccc(C(F)(F)F)c2)no1 (stereo not given)	-22%	8%	-9	u	3%	2%	0%
O=S(=O)(NCCc1csc2nc(-c3ccccc3)nn12)c1ccc(Cl)s1	x	u	-7	x	-7%	x	x
Cc1ccc(CNC(=O)c2cc(S(=O)(=O)N3CCCCCC3)cn2C)cc1	x	-10%	-11	x	-11%	x	x
COc1ccc(F)cc1-c1ccc(CN2CCC(NC(=O)c3ccccc3F)C2)cc1 (stereo not given)	u	x	-1	u	x	x	x
CC(=O)N1CCCc2cc(S(=O)(=O)N3CCCC(C(=O)NCc4ccc(C)cc4)C3)ccc21 (stereo not given)	x	-9%	-8	x	1%	x	x
COc1ccc(C(=O)N2C[C@@H](CO)[C@H](NC(=O)c3ccccc3)C2)c(OC)n1	-3%	14%	-2	i	10%	i	x
CN(Cc1ccc(-c2ccccc2)cc1)CC1CCCCC1	-1%[138 µM]	-1%[87.6 µM]	2	0%[172 µM]	17%[87.6 µM]	i	1%[172 µM]
COc1ccc2c(c1)NC(c1ccc(F)cc1)=NC(c1ccc(F)cc1)=N2	x	68%[activator]	12	x	-24%	x	x
CCOC(=O)C1CCCN(C(=O)Cn2ncc3c(C)n(Cc4ccc(Cl)cc4)c(C)c3c2=O)C1 (stereo not given)	x	-5%	17	x	7%	x	x
NC[C@H]1O[C@H](O[C@H]2[C@@H](O)[C@@H](O[C@H]3O[C@H](CO)[C@@H](O)[C@H](N)[C@@H]3O)[C@H](N)C[C@@H]2N)[C@H](N)C[C@H]1O	x	13%	x	x	-1%	i	x
O=C(Cc1ccsc1)NC1CCCN(c2cc(-c3ccccc3)[nH]n2)C1 (stereo not given)	u	47%[activator]	12	-27%	-4%	-12%	-16%

Additional compounds:
molecule	NIH3T3 tox	SNCA expr inhib	IP6K1 inhibitor	HEK cytotox	SNCA viab count	GPT2 inhibitor	FLuc inh
COc1ccc(CCNC(=O)CCCCn2c(=O)c3ccccc3n(Cc3ccccc3)c2=O)cc1OC	x	-7%	-16	x	1%	x	x
CCc1nc2c(c(-c3ccc(Cl)cc3)n1)CN(Cc1ccccn1)CC2	-20%	5%	-4	0%	6%	0%	0%
CN1C(=O)CO[C@H]2CN(S(C)(=O)=O)C[C@H]21	-2%[230 µM]	7%[87.6 µM]	15	2%[230 µM]	3%[87.6 µM]	-5%[88.5 µM]	1%[230 µM]
C[S+](=O)([O-])c1ccc(-c2cnc3n[nH]c(-c4ccc5c(c4)OCO5)c3n2)cc1	u	-28%[87.6 µM]	19	u	-5%[87.6 µM]	u	-21%[172 µM]
O=C1Nc2ccc(/C=C/c3ccccc3)cc2C(=O)N2C[C@H](O)C[C@@H]12	u	102%[activator][87.6 µM]	5	u	-2%[87.6 µM]	-25%[88.5 µM]	u
CC(C)NC(=O)c1nc(-c2ccsc2)c2ccccn12	u	-3%[87.6 µM]	-20	-19%[172 µM]	-4%[87.6 µM]	-5%[88.5 µM]	x
COCC1CN(C(C)=O)CC12CCN(C(=O)Cc1ccc(OC)cc1)CC2 (stereo not given)	-7%	-16%	23	0%	0%	5%	5%
Cc1ccc(NC(=O)C(C)Sc2nc3c(c(=O)[nH]2)CCCC3)cc1Cl (stereo not given)	x	13%	9	x	14%	x	x
COc1ccc(CN2CCc3nc(N(C)C)[nH]c(=O)c3CC2)cc1OC	5%	13%	5	10%	-6%	-10%	2%
Cc1ccc(S(=O)(=O)N2CCCc3cc(NS(=O)(=O)c4cc(F)ccc4F)ccc32)cc1	x	u	21	x	-5%	x	x
Cc1ccc(C)c(N2CCN(C(=O)c3cc4cc5ccc(C)cc5nc4o3)CC2)c1	x	51%	-1	x	8%	x	x
CCCCc1ccc(NC(=O)CN2C(=O)NC3(CCOCC3)C2=O)cc1	-27%	16%	-2	2%	-5%	0%	-25%
COc1ccc(CNC(=O)[C@@H]2CCC[C@@H](NC(=O)c3nc4ccccc4s3)CN(C)C(=O)C2)cc1	u	-4%	-3	u	-9%	i	7%
CCOC(=O)c1c(NC(=O)c2cc(=O)c3cc(Cl)ccc3o2)sc(C)c1C	x	11%	-9	x	7%	x	x
CC(C)Cc1cc(C(=O)N2CCc3onc(-c4ccccc4F)c3C2)on1	u	0%	-7	u	-1%	-6%	5%

(next part)
molecule	NIH3T3 tox	SNCA expr inhib	IP6K1 inhibitor	HEK cytotox	SNCA viab count	GPT2 inhibitor	FLuc inh
COc1ccc(Cl)cc1NC(=O)C(C)N1Cc2ccccc2C1=O (stereo not given)	x	-6%	11	x	8%	x	x
O=C(NC1CCC1)c1ccc2nccn2c1	-2%[174 µM]	-17%[87.6 µM]	-6	i	-1%[87.6 µM]	i	-2%[230 µM]
COC(=O)c1ccccc1NC(=O)c1cc2cc(C)ccc2n1C	x	-6%	8	x	9%	x	x
COc1ccccc1C(=O)N1CCC(N2C(=O)c3c(c(C)nn3-c3ccccc3)C2C)CC1 (stereo not given)	u	x	8	40µM*	x	x	x
Cc1nn2c(c1-c1cccnc1N1CCOCC1)N(C(=O)Cc1ccc(Cl)cc1)CCC2	u	u	7	u	-5%	-11%	3%
COc1ccc(N2CCN(c3cc(C4CC(N)C4)nc(N)n3)CC2(C)C)cc1 (stereo not given)	22µM*	-2%	4	22µM*	u	-5%[11.5 µM]	-1%
Cn1cnc(S(=O)(=O)N2CCCC(C(=O)NC3CCCC3)CCNC(=O)CC2)c1 (stereo not given)	-6%	-1%	2	-6%	4%	i	-4%
COc1ccccc1-c1ccc(CN2CCCCC2C(=O)N2CCC(c3ccccc3)CC2)cc1 (stereo not given)	40µM*	x	12&9	25µM*!	x	x	x
COc1cc(OC)cc(-c2nc(C3CC(=O)N(c4ccc(Cl)cc4)C3)no2)c1 (stereo not given)	u	-14%	-4	u	-4%	i	4%
Cc1ccc2c(=O)cc(C(=O)Nc3sc4c(c3C(=O)NCc3ccco3)CCCC4)oc2c1C	x	-5%	-6	x	2%	x	x
O=C(COc1ccccc1F)Nc1c(C(=O)Nc2cccc(F)c2)oc2ccccc12	x	35%[activator]	3	x	22%	x	x

A portion of the library; the hit share may differ from the screen's.
